Screens deposited in PubChem by National Center for Advancing Translational Sciences (NCATS).
HCMV antiviral: blocks human cytomegalovirus replication | AID 1259415 | activity change, negative = inhibition, % at 57.5 µM | 410,000 compounds, 4.5% hits | HFF cells, HCMV-luciferase reporter, 72 h; hits give low values; in the data active means activity change below about -60%; inconclusive means no clear call, values can overlap the other calls; inactive means above about -39%
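After 16 h attachment at 37C, HFF cells received test compound and HCMV-luciferase (1 PFU/cell); reporter luminescence read 72 h later, data normalized against buffer-only and known inhibitor Salinomycin.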
AMA1-RON2 inh: inhibitors of Plasmodium falciparum AMA1-RON2 interaction. AlphaScreen AMA1-biotinylated RON2 peptide binding. Potency, µM (series often up to 58.2 µM), for inactives: top-dose activity change, negative = inhibition, most hits filed as inhibitors. 360,000 compounds, 0.2% hits. AID 720542; active means well fitted inhibition curve with a large enough effect; inconclusive means small, poorly fitted or top-dose-only effect; inactive means no such curve, though single readings can be large or run the other way;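 further: potency means the concentration at half of the fitted maximal effect; 0% = vehicle wells and -100% = peptide control; nearly all actives have a fitted effect of over 45% in size; some results filed as inactive show a strong effect at the top dose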
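AMA1 (3D7) with his tag at 25 nM final met compounds first, then biotinylated RON2 peptide at 25 nM; detection used donor plus acceptor beads, 10 µg/mL apiece, read by AlphaScreen after 30 min at room temperature.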
The depositor's hits bear a star; ? = inconclusive; [ ] = another dose, or the depositor's remark. Unless noted, on the % scale 0 is the no-effect control and ±100 the full control effect. Only part of the results is shown, so the mix of outcomes need not match the whole.

SMILES | HCMV antiviral | AMA1-RON2 inh
c1ccc(OCCNc2nc(NCC3CC3)nc3ccsc23)cc1 | -39.3 | -15.5%
CC1(C(=O)Nc2ccc3c(c2)OCCO3)CCN1C(=O)c1cccc(F)c1 (stereo unspecified) | -7.6 | -0.6%
O=C(NCCN1CCNC1=O)c1ccc2sc([C@H]3C[C@H](O)[C@@H](CO)O3)nc2c1 | 1.3 | -5.6%
COc1ccc(S(=O)(=O)Nc2ccc3c(c2)[C@H]2C[C@H](CC(=O)NCC4CC4)O[C@@H](CO)[C@H]2O3)cc1 | 14.2 | 5.2%
Cc1ccc(S(=O)(=O)N2[C@H](C(C)C)[C@H]3[C@H]4C(=O)N(c5ccccc5)C(=O)[C@H]4CC(=O)[C@H]3[C@@H]2c2ccccc2)cc1 | 0.8 | 3.4%
O=C1NC[C@H](CC2CCCCC2)N(CCc2cc(C(F)(F)F)cc(C(F)(F)F)c2)C1=O | 52.6 | 35.6%[activator]
Cc1nc2ccc(C(=O)N3c4ccccc4N=C(c4ccc5c(c4)OCO5)C3C(=O)NCc3ccccc3)cc2[nH]1 (stereo unspecified) | ? | 2.9%
CCN1C(=O)[C@@H]2[C@@H]3CN(S(=O)(=O)c4ccc(C)cc4)[C@@H](c4ccccc4)[C@@H]3C(=O)C[C@@H]2C1=O | 10.3 | 3.5%
CCOC(=O)Cn1nc2oc(=O)c(CCN3CCN(c4ccccc4OC)CC3)c(C)c2c1C | 13.2 | -5.8%
COc1cc(-c2cnc3c(NC=O)cc(-c4cccc(C(F)(F)F)c4)cn23)cc(OC)c1OC | -67.2* | 40.2%[activator]
O=C(OCc1cn([C@H]2C[C@H](c3ccc(Cl)cc3)N(Cc3cccs3)C[C@@H]2O)nn1)c1ccccc1 | 26.9 | -7.0%
CCCNC(=O)C1(C)CCCN(Cc2cc(-c3ccccc3)n(C)n2)C1 (stereo unspecified) | 10.7 | 12.6%
C[C@@]12CC[C@@H](c3cc4c(cc3C1)OCO4)N2c1ccccc1 | -16.3 | ?
N#CC(=Cc1ccccn1)c1nc(-c2ccc(Cl)cc2)cs1 | -30.9 | 27.6%
COc1ccc([C@H]2C[C@H](n3cc(C4CC4)nn3)[C@@H](O)CN2C(=O)C2CCCCC2)cc1 | -28.4 | 3.2%
Cc1ccc(C)c(S(=O)(=O)N2CCCC2CNC(=O)C(=O)Nc2ccccc2)c1 (stereo unspecified) | -25.5 | -5.0%
CC(=O)C1=CCC(c2ccc(C)o2)N(S(=O)(=O)c2ccc(C)cc2)C1 (stereo unspecified) | 19.8 | -13.8%
COc1ccc(NC(=O)C(c2ccc(C(F)(F)F)cc2)n2c(=O)c(-c3cc4ccccc4[nH]3)nc3ccccc32)cc1 (stereo unspecified) | 80.3 | 45.9%[activator]
O=C(NCc1ccccn1)[C@@H]1CCCN1C(=O)[C@@H]1CCCN1C(=O)c1cccs1 | -10.3 | -6.2%
O=C(NCc1ccc(Cl)c(Cl)c1)c1cc(C2CCCCN2C(=O)c2ccccc2)on1 (stereo unspecified) | 16.2 | -19.4%
CCOC(=O)[C@]12CCCC=C1N(Cc1ccc3c(c1)OCO3)C(=O)[C@H](CC(=O)N1CCSCC1)C2 | 5.4 | -9.5%
COc1cccc(C(C(=O)NC2CCCC2)N2CCN(c3cc(C)ccc3C)CC2)c1OC (stereo unspecified) | 13.6 | -5.1%
CC1(C(=O)NS(=O)(=O)c2ccccc2)CCN1C(=O)CC1CCCC1 (stereo unspecified) | 9.5 | 0.0%
COc1ccc(CCNC(=O)CC(=O)N/N=C\c2ccc(OCC(N)=O)cc2)cc1OC | -22.0 | -14.9%
COc1ccc(C(O)c2nc(/C=C/c3ccc(C(F)(F)F)cc3)cs2)cc1 (stereo unspecified) | -26.4 | 10.5%

Sorted by length of the SMILES (smallest number first): some entries from above.
SMILES | HCMV antiviral | AMA1-RON2 inh
C[C@@]12CC[C@@H](c3cc4c(cc3C1)OCO4)N2c1ccccc1 | -16.3 | ?
CC1(C(=O)Nc2ccc3c(c2)OCCO3)CCN1C(=O)c1cccc(F)c1 (stereo unspecified) | -7.6 | -0.6%
COc1ccc(C(O)c2nc(/C=C/c3ccc(C(F)(F)F)cc3)cs2)cc1 (stereo unspecified) | -26.4 | 10.5%
O=C(NCc1ccc(Cl)c(Cl)c1)c1cc(C2CCCCN2C(=O)c2ccccc2)on1 (stereo unspecified) | 16.2 | -19.4%
COc1cc(-c2cnc3c(NC=O)cc(-c4cccc(C(F)(F)F)c4)cn23)cc(OC)c1OC | -67.2* | 40.2%[activator]
COc1ccc(NC(=O)C(c2ccc(C(F)(F)F)cc2)n2c(=O)c(-c3cc4ccccc4[nH]3)nc3ccccc32)cc1 (stereo unspecified) | 80.3 | 45.9%[activator]
Cc1ccc(S(=O)(=O)N2[C@H](C(C)C)[C@H]3[C@H]4C(=O)N(c5ccccc5)C(=O)[C@H]4CC(=O)[C@H]3[C@@H]2c2ccccc2)cc1 | 0.8 | 3.4%

The list continues:
SMILES | HCMV antiviral | AMA1-RON2 inh
CCOC(=O)C1(C)CCCN(C(=O)c2cccnc2SC)C1 (stereo unspecified) | -2.2 | 15.4%
Cc1ccc(CN2CCC(C)(Oc3cccc(Cl)c3)C2)cc1 (stereo unspecified) | -2.9 | -20.4%
CC1(C(=O)NS(=O)(=O)C2CC2)CCN(C(=O)c2ccccc2C(F)(F)F)C1 (stereo unspecified) | 2.2 | 7.3%
CC(CC(=O)Nc1ccc2c(c1)c(=O)n(C)n2Cc1ccc(F)cc1)C(F)(F)F (stereo unspecified) | -26.3 | -3.3%
Cc1ccccc1CC1(C)C(=O)Nc2ccc(S(=O)(=O)NC3CCCCC3)cc21 (stereo unspecified) | -4.9 | -10.4%
Brc1ccc2nc(-c3ccco3)c(Cc3ccsc3)n2c1 | 63.6 | 0.0%
CC1(C(=O)NCc2ccccc2)CCC(=O)N1C1CCN(Cc2ccccc2)CC1 (stereo unspecified) | 3.4 | 6.9%
CCNC(=O)C1(C)CCN(C(=O)c2ccc(C(=O)OC)cc2)C1 (stereo unspecified) | -21.2 | 7.8%
COc1ccc(OC)c(N(CCN2C(=O)c3ccccc3C2=O)C(=O)CCl)c1 | -97.7* | -9.1%
COc1cc2ccc(C=O)cc2cc1OC | -26.9 | -1.4%
O=c1[nH][nH]c2c1C(c1cccc(C(F)(F)F)c1)OC(CCc1ccccc1)C2 (stereo unspecified) | 8.1 | 83.6%[activator]
O=C(Nc1cccc2c1CCCC2)c1cc(C2CCCCN2C(=O)c2cccs2)on1 (stereo unspecified) | -19.9 | -14.9%
CC1(C(=O)NCCc2ccccc2)Cc2c(-c3cccc(C(N)=O)c3)ccnc2O1 (stereo unspecified) | -5.4 | -1.1%
CCCC[C@@H]1CNC(=O)C(=O)N1CCCC | -1.7 | -3.0%
O=C(NCc1ccccc1)c1cc(C2CCCN(C(=O)C3CC3)C2)on1 (stereo unspecified) | 45.6 | 3.9%
Cc1ccc(S(=O)(=O)N2[C@@H](CO)CO[C@H]2CC(=O)c2ccc(F)cc2)cc1 | -16.2 | 2.2%
C[C@H]1CN([C@@H](C)CO)S(=O)(=O)c2ccc(Br)cc2O[C@H]1CN(C)C(=O)Cc1ccccn1 | -5.8 | 21.2%
CC(C)(C)c1ccc(C(O)c2ncc(-c3ccc4ccccc4c3)[nH]2)cc1 (stereo unspecified) | 9.2 | 18.7%
CCc1cc(-c2nnn(CCC3COCCO3)c2CC)cc(CC)c1-c1cn(Cc2ccccc2)nn1 (stereo unspecified) | -29.1 | -0.9%
COc1ccc(C(=O)NC2CC(C)(C)NC(C)(C)C2)cc1S(=O)(=O)N1CCOCC1 | -23.7 | -4.1%
CCc1nc2c(OCc3ccc(F)cc3)cccn2c1N(C)C(=O)CC(C)C | -8.1 | 1.3%
COc1cc(-c2coc3c(C(=O)NCc4ccc(N(C)C)cc4)cccc23)ccc1O | 25.7 | 31.6µM*
CCCCN(C)c1c(C)nc2ccc(C(=O)NCc3ccc(OC)cc3)cn12 | 3.6 | -13.7%
CCCCCCn1c(=O)n2n(c1=O)C[C@]1(OC(=O)NCC3CCCCC3)CN(S(=O)(=O)c3ccc(C)cc3)C[C@]1(O)C2 | 11.7 | 7.2%
c1ccc(CN2Cc3ccccc3-n3nncc3C2)nc1 | 24.6 | 65.8%[activator]

More structures
SMILES | HCMV antiviral | AMA1-RON2 inh
COC(=O)C[C@H]1C=C[C@@H](NC(=O)C2CC2)[C@@H](CO)O1 | ? | -14.7%
COc1cccc(-c2cnc(C(O)c3ccc(CN4CCCC4)cc3)[nH]2)c1 (stereo unspecified) | 10.4 | -5.6%
Cc1nc2ccc(C(=O)N3c4ccccc4N=C(c4ccc(C(F)(F)F)cc4)C3C(=O)NC(C)(C)C)cc2[nH]1 (stereo unspecified) | -24.6 | 0.9%
CCc1ccc(C(O)c2ncc(-c3ccccc3C(F)(F)F)[nH]2)cc1 (stereo unspecified) | 13.1 | 21.6%
Cc1ccc(C(=O)Nc2c(-c3ccccc3)[nH][nH]c2=O)cc1 | 15.8 | 21.1%
O=S(=O)(Nc1ccc(NS(=O)(=O)c2ccccc2)cc1)c1ccccc1 | -14.1 | -0.8%
CC(C)NC(=O)N(C)C[C@H]1OCCCC[C@H](C)Oc2ccc(NS(=O)(=O)c3ccccc3)cc2C(=O)N([C@H](C)CO)C[C@H]1C | 4.2 | 15.5%
CCOc1ccc(Nc2ccc(S(=O)(=O)N3CCOCC3)cc2[N+](=O)[O-])cc1 | -38.2 | ?
CC(C)CN(C(=O)C1=COCCO1)c1c(N)n(Cc2ccccc2)c(=O)[nH]c1=O | 47.1 | -11.5%
COc1ccc(Cc2c(-c3cccc(Cl)c3)nc3ccc(Br)cn23)c(C)c1 | 56.0 | -11.8%
CCCCN1C(=O)C(CC(=O)NCCCN(C)C)CC(C(=O)N2CCOCC2)=C1C (stereo unspecified) | 5.6 | -2.5%
Cc1ccc2nc(SCC(=O)N3N=C(c4cccs4)CC3c3ccc(F)cc3)nc(=O)n2c1 (stereo unspecified) | 90.9 | -5.7%
CCCS(=O)(=O)NC(=O)C1(C)CCN(C(=O)c2cc(C)on2)C1 (stereo unspecified) | 19.2 | -1.7%
COc1cccc(CNC(=O)c2ccc(S(=O)(=O)N3CCCCC3)cc2)c1 | 12.6 | -6.3%
CC1(C(=O)NS(=O)(=O)c2ccc(Cl)cc2)CCN1C(=O)CC1CCCC1 (stereo unspecified) | 13.6 | -5.4%
O=C(COC(=O)c1cccc(Br)c1)NC1CCCCCCC1 | -19.1 | 24.3%
CCC(C)n1c(SCC(=O)NC2CC2)nc2ccccc2c1=O (stereo unspecified) | -27.4 | -4.7%
O=C(Nc1ccccc1OC(F)F)c1ccc(N2CCCC2=O)cc1 | 14.2 | 9.6%
C[C@H]1CN([C@@H](C)CO)C(=O)CCCn2cc(nn2)CO[C@@H]1CN(C)S(=O)(=O)c1ccccc1C#N | -5.8 | 11.7%
COc1cc(CN2C[C@@H](CO)O[C@@H](n3cnc4c(NCC(C)C)ncnc43)C2)cc(OC)c1OC | -2.0 | -0.8%
O=C(Nc1ccc(C(=O)N2CCN(c3ccncc3)CC2)cc1)c1ccc(Br)o1 | -29.8 | 1.9%
Cc1cc(C)c(N2C(=O)CC(Sc3ccccc3N)C2=O)c(C)c1 (stereo unspecified) | 24.8 | 0.0%
C[C@@H]1CN([C@H](C)CO)C(=O)CCCn2nncc2CO[C@@H]1CN(C)C(=O)C1CCCCC1 | -5.6 | 2.7%
C[C@@H]1CN([C@H](C)CO)C(=O)CCCn2cc(nn2)CO[C@H]1CN(C)C(=O)Nc1ccc(C(C)(C)C)cc1 | 2.1 | 0.0%
CC1(C)CC(=O)C=C(c2ccc(-c3cnn(Cc4ccccc4)c3)cc2)C1=O | 1.3 | -8.6%

Carrying on:
SMILES | HCMV antiviral | AMA1-RON2 inh
O=C(Nc1ccc(Cl)cc1)N[C@@H]1CC[C@H](CCNS(=O)(=O)c2ccccc2F)O[C@@H]1CO | -25.2 | -5.1%
CCc1ccc(C(O)c2ncc(-c3ccc4ccccc4c3)[nH]2)cc1 (stereo unspecified) | 103.7 | 3.7%
Clc1cc(Cl)cc(Nc2ccccc2CN(C/C=C/c2ccc3c(c2)OCO3)Cc2ccccc2)c1 | -9.4 | -3.1%
Fc1cccc(Cc2c(-c3ccc(Cl)cc3)nc3c(Cl)cc(C(F)(F)F)cn23)c1 | 13.0 | 6.7%
COc1ccc(NC(=O)C2(C)CCN2CCc2ccccc2)cc1OC (stereo unspecified) | 21.2 | -18.1%
CC1(C)C2CCC(CN)C1C2 (stereo unspecified) | -15.5 | -0.3%
CS(=O)(=O)c1ccc(-c2csc(C(O)c3cccc(Cl)c3)n2)cc1 (stereo unspecified) | -36.6 | -1.8%
CC(C)Nc1nc(Nc2ccc(C(N)=O)cc2)c2sccc2n1 | 93.1 | 0.0%
CC(C)NC(=O)OCc1c(COC(=O)NC(C)C)c([N+](=O)[O-])n2c1CCC2 | 101.4 | -5.5%
COc1cccc(NC(=S)NC(Cc2ccccc2)c2ccccc2)c1 (stereo unspecified) | -11.3 | 107.5%[activator]
COc1ccc(Cl)cc1Cn1c(C)c(C(=O)NCc2cccc([N+](=O)[O-])c2)sc1=O | -9.5 | -18.0%
CCCCOCCCNC(=O)C[C@@H]1C[C@@]2(C(=O)OC)CCCCC=C2N(Cc2ccco2)C1=O | 30.3 | -0.1%
C[C@H]1CN([C@@H](C)CO)C(=O)CCCn2cc(nn2)CO[C@@H]1CN(C)S(=O)(=O)c1ccc(-c2ccccc2)cc1 | 19.3 | 11.9%
